Screening data deposited in PubChem by National Center for Advancing Translational Sciences (NCATS).
Tb PFK block: T. brucei PFK enzyme inhibition; T. brucei PFK, ADP-Glo luminescence; O15648; Potency, µM (highest dose often 57.5 µM), inactives show top-dose activity, negative = inhibition, most hits filed as inhibitors; AID 485367; actives 0.17% (n = 330,000);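 note: potency is the fitted concentration of half-maximal effect; 0% = uninhibited 1x PFK enzyme wells and -100% = no-enzyme wells; nearly all actives have a fitted effect of over 60% in size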
Target sequence (O15648 whole entry, looked up): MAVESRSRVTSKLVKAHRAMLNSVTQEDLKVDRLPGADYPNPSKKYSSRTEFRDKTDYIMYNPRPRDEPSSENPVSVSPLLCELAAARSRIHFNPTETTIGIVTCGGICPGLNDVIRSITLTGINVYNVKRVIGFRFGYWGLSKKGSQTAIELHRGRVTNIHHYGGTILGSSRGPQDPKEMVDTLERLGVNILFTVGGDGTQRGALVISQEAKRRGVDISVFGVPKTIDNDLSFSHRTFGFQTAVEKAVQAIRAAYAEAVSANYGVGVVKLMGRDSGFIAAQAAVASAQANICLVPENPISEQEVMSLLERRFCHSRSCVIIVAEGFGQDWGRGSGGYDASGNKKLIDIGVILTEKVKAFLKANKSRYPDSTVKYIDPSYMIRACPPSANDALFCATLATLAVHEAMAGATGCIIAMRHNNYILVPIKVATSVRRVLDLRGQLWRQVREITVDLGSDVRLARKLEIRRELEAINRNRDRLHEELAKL
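Compounds were pin-transferred as a titration series up to 57 uM into substrate buffer (0.5 mM F6P, 0.1 mM ATP, pH 8.0), then 1.25 nM PFK was added and reactions ran 45 min before ADP-Glo detection.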
TSHR antagonist: antagonists of human thyroid stimulating hormone receptor; P16473; TSHR-expressing cells, TSH-stimulated cAMP HTRF, 2 h; stronger effect = lower value; activity change, negative = inhibition, % at 11.5 µM; actives 0.2% (n = 330,000);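 active = activity change below a set negative limit, meaning inhibition stronger than a set level, cut at about -70% in these data; inconclusive = activity change between two set negative limits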; note: % is set by controls: 0 for no effect and ±100 for the full control effect
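Antagonism was scored as loss of TSH-driven cAMP in TSHR cells, stimulated with 4nM TSH (EC80) for 2 hours at 37 deg C and detected by homogeneous HTRF competition immunoassay.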
ELG1 repair inh: inhibitors of ELG1-dependent DNA repair in HEK293T cells; HEK293T ELG1-luciferase reporter, luminescence, 16 h; DNA damage induced by 5-fluorouridine; Potency, µM (doses to about 46.1 µM), inactives show top-dose activity change, negative = inhibition, actives largely listed as inhibitors; actives 2.3% (n = 330,000); note: potency is the fitted concentration of half-maximal effect; % is set by controls: 0 for no effect and ±100 for the full control effect; nearly all actives have a fitted effect of over 55% in size
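5-Fluorouridine DNA damage + compound/DMSO, 2,000 cells/well, 16 h, 37 °C/5% CO2. ONE-Glo, 30 min RT, luminescence. Readout = decrease in reporter signal.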
PTAP TSG101 blk: blocks PTAP/TSG101 interaction to inhibit HIV-1 budding; Fluorescence polarization, FITC-PTAP peptide / Tsg101 binding; Potency, µM (top dose mostly 115 µM), for the others: top-dose activity change, negative = inhibition, hits mostly inhibitors; 340,000 tested, under 10 active; AID 493005; active = well fitted inhibition curve with a large enough effect in the main read-out, with a control signal flat, not every such curve was filed as active; inconclusive = small, poorly fitted or top-dose-only effect, or effect the other way, or a change in a side signal; inactive = no such curve, though single readings can be large or run the other way; note: potency is the fitted concentration of half-maximal effect; % of control where 0% means no effect
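FP read-out: FITC-PTAP peptide, 50 nM final, binding Tsg101 binding domain, 10 uM final; 20 min, r.t.; 10 mM HEPES pH 7.5, 0.15 M NaCl, 0.01% Tween 20, 3 mM EDTA, 0.1 mM TCEP.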
BCR signal inh: inhibitors of chronic active B-cell receptor signaling | AID 493014 | Potency, µM (doses to about 46.1 µM), without a hit: at the highest dose ratio change, negative = lower green/red ratio, usual class: inhibitors | actives 0.05% (n = 340,000) | ABC-DLBCL IkBa-CBG/CBR reporter, luminescence ratio, 4 h; active = well fitted inhibition curve with a large enough effect in the signal ratio, with a control signal flat, not every such curve was filed as active; inconclusive = small, poorly fitted or top-dose-only effect, or effect the other way, or a change in a side signal; the % refers to the signal ratio;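 note: potency is the fitted concentration of half-maximal effect; plate controls were basal doxycycline-induced cells for no effect and cells given 10 µM MG132 for full effect; MG132 reads +100%, hits lower the ratio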
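Doxycycline induced both beetle luciferases in TMD8 lymphoma cells; IKK-driven degradation limits the IkappaBalpha-fused green signal, while red luminescence normalises for cell number and nonspecific effects. Compounds tested up to 46 uM, 4 hrs.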
B2AR arrestin: beta2AR (human) beta-arrestin recruitment activity; P07550; beta-arrestin recruitment to beta2AR, cell-based reporter; Potency, µM (highest dose often 46.1 µM), for the others: at the top dose activation, actives largely listed as activators; actives 0.02% (n = 330,000); AID 492947;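 note: potency is the fitted concentration of half-maximal effect; 0% = DMSO controls and full agonism = EC100 isoproterenol or metaproterenol; nearly all actives have a fitted effect of over 65% in size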
Target sequence (P07550 whole entry, looked up): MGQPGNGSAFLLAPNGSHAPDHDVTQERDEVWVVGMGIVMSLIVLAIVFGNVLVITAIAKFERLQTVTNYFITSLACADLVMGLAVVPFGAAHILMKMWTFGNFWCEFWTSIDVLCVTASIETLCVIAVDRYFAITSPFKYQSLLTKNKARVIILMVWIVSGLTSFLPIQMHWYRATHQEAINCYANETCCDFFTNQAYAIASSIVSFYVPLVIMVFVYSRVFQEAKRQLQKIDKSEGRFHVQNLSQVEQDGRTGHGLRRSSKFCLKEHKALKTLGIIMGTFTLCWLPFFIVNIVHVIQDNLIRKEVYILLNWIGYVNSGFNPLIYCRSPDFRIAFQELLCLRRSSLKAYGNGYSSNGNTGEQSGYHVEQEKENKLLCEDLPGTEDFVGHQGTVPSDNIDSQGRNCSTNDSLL
Eya2 inh: inhibitors of human Eya2 phosphatase activity | O00167 | recombinant Eya2, OMFP fluorescence dephosphorylation (OMFP is methylfluorescein phosphate) | Potency, µM (series often up to 76.9 µM), for inactives: top-dose activity, negative = inhibition, actives largely listed as inhibitors | AID 488837 | actives 0.006% (n = 330,000); note: potency is the fitted concentration of half-maximal effect; % is set by controls: 0 for no effect and ±100 for the full control effect
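Eya2 protein (added as 0.2 uM solution) was preincubated with compound for 10 min at ambient temperature in 50 mM HEPES pH 7.5, 50 mM NaCl, 5 uM MgCl2, 0.05% BSA, 1 mM DTT. OMFP (added at 50 uM) then reacted 10 min; fluorescence read at 485/525 nm.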
uPA generation: inhibitors of cell surface uPA generation; Potency, µM (top dose mostly 38.3 µM), for inactives: at the highest dose activity change, negative = inhibition, actives largely listed as inhibitors; actives 0.31% (n = 330,000); cell surface uPA generation assay, qHTS; AID 540303; active = well fitted inhibition curve with a large enough effect; inconclusive = small, poorly fitted or top-dose-only effect; inactive = no such curve, though single readings can be large or run the other way; tested in mouse RAW 264.7 cells; note: potency is the fitted concentration of half-maximal effect; % is set by controls: 0 for no effect and ±100 for the full control effect; nearly all actives have a fitted effect of over 55% in size
USP2a inh: inhibitors of human ubiquitin-specific protease USP2a. O75604. USP2 core, Ub-CHOP2 coupled fluorogenic reporter, 485/531. Potency, µM (titrated, usually from 38.3 µM), for the others: at the highest dose activity change, negative = inhibition, usual class: inhibitors. actives 0.01% (n = 330,000). AID 463254;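 note: potency is the fitted concentration of half-maximal effect; plate controls were DMSO wells for no effect and full inhibition by NEM control for full effect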
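Deubiquitinase activity read as fluorescence (485/531 nm) after Ub-CHOP2 cleavage activates the enterokinase reporter on its substrate; USP2 core 10nM, Ub-CHOP2 and substrate 25nM each, 30min compound preincubation then 60min RT; data normalized to NEM, curves fitted.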
Mito fusion yeast: inhibitors of mitochondrial division or activators of mitochondrial fusion | AID 485298 | Potency, µM (titrated, usually from 46.1 µM), inactives show at the top dose growth rescue (activation), usual class: activators | S. cerevisiae fusion-defective mutant growth rescue, CellTiterGlo 48 h | actives 0.23% (n = 320,000);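 note: potency is the fitted concentration of half-maximal effect; % of control where 0% means no effect; nearly all actives have a fitted effect of over 45% in size; temperature-sensitive fusion mutants such as fzo1-1 at 37 °C on non-fermentable ethanol glycerol medium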
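Temperature-sensitive fusion-defective S. cerevisiae (e.g. fzo1-1, mgm1-5) were grown with compound in YPEG medium (3% ethanol, 3% glycerol) for 48 hours at 37C. Growth rescue was measured as viability by CellTiterGlo luminescence after 10 minutes at ambient.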
TCR activator: activates T cell receptor signaling; primary human leukocytes, anti-CD3, IL-2 HTRF, 48 h; Potency, µM (series often up to 9.22 µM), for inactives: at the top dose activation of IL-2 secretion, most hits filed as activators; 330,000 tested, under 10 active; note: % of control where 0% means no effect
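IL-2 release read by HTRF sandwich (Eu cryptate donor, d2 acceptor, 665 nm emission) after 48 hr exposure of primary human leukocytes to compound together with anti-CD3 beads in the absence of co-stimulatory signals.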
An asterisk follows results filed as active; ? = inconclusive; / = not tested or not shown; [ ] = remark or other dose. Unless noted, calls come from the whole dose curve; as a rule, active = well fitted curve in the direction sought with a large enough effect; inconclusive = small, poorly fitted or top-dose-only effect, or another doubt; inactive = no such curve, though single readings can be large; an effect the other way counts as inactive or inconclusive.

SMILES	Tb PFK block	TSHR antagonist	ELG1 repair inh	PTAP TSG101 blk	BCR signal inh	B2AR arrestin	Eya2 inh	uPA generation	USP2a inh	Mito fusion yeast	TCR activator
CC12CCC(C(=O)NCCCN3CCOCC3)(C(Br)C1=O)C2(C)C (configuration not stated)	-3%	4	-6%	-2%	4%	7.4%	-14%	-4%	0%	1%	1%
O=C(CS(=O)CC(=O)Nc1ccccc1-c1ccccc1)Nc1ccc(F)cc1 (configuration not stated)	0%	4	-12%	1%	-1%	-0.9%	5%	4%	0%	4%	13%
CC12CCC(=O)N1C(C(=O)Nc1ccc(Cl)c(Cl)c1)CS2 (configuration not stated)	-6%	-11	-3%	-5%	2%	-0.5%	-3%	-2%	-2%	0%	-9%
CC(C)CC(C(=O)OCC(=O)c1c(N)n(C)c(=O)n(C)c1=O)N1C(=O)c2ccccc2C1=O (configuration not stated)	-1%	-4	-13%	-1%	2%	-0.8%	-1%	1%	1%	1%	-4%[46.1 µM]
CC(=O)NCCn1c(SCc2ccc(C)cc2)nc2ccccc2c1=O	1%	9	?	-1%	1%	-0.8%	15%	-1%	-1%	5%	-1%
O=C(Cc1cccs1)N1CCN=C1SCc1ccccc1Cl	8%	-2	-12%	-7%	-18%	-0.4%	-17%	-10%	-8%	1%	-9%
COc1cccc(NC(=O)c2cc(S(=O)(=O)N3CCc4ccccc43)cn2C)c1	2%	-1	14%	-5%	-2%	-0.1%	-6%	-6%	-1%	0%	4%
NC(=O)c1cccnc1OCC(F)(F)F	-1%	-3	12%	-5%	-1%	-0.4%	9%	-2%	1%	-4%	4%
CCC(=O)N(CCCN(C)C)c1nc(-c2cc(OC)ccc2OC)cs1	-3%	-10	5%	-3%	1%	-0.4%	-5%	-1%	-1%	-5%	4%
CC(=O)c1ccc(OCc2cc(C(=O)NC3CCCCC3)no2)cc1	2%	0	-9%	-2%	?	0.3%	5%	-2%	-1%	0%	-1%
CCn1c(SCC(=O)N/N=C(\C)c2ccncc2)nnc1-c1ccc(C)cc1	1%	4	?	0%	6%	-0.3%	2%	1%	-1%	-4%	4%
O=C(c1ccccc1[N+](=O)[O-])N1CCC(Cc2ccccc2)CC1	0%	?	-20%	-10%	-8%	-0.8%	-5%	/	4%	4%	-4%
O=C(Nc1ccc(S(=O)(=O)Nc2nccs2)cc1)C1CC(=O)N(c2ccc(Cl)cc2)C1 (configuration not stated)	-14%	-2	6%	-12%	2%	-0.9%	14%	0%	0%	0%	-2%
O=C(O)C(Cc1c[nH]c2ccccc12)N1C(=O)C2C3c4ccccc4C(c4ccccc43)C2C1=O (configuration not stated)	0%	-2	2%	-2%	?	0.1%	8%	-5%	0%	-5%	0%
COc1ccc(N=Nc2ccc3ccccc3c2)c(O)c1	-1%	5	?	-1%	?	0.1%	-7%	-9%	1%	3%	8%
COc1cc2nc3occc3c(OC)c2cc1OC	0%	-7	5%	2%	?	-1.1%	1%	-13%	5%	6%	-4%
Oc1ccccc1C1Nc2cccc3cccc(c23)N1	-2%	-49	18%	-3%	-1%	0.4%	-7%	5%	0%	-1%	-2%
COc1ccc(NC(=O)N2CCNC(=O)C2CC(=O)Nc2ccc(F)cc2)cc1 (configuration not stated)	5%	22	0%	-3%	-6%	0.3%	0%	?	1%	1%	3%
CC(NC(=O)c1ccco1)c1ccc2c(c1)OCO2 (configuration not stated)	-12%	-7	14%	0%	2%	-1.0%	6%	-17%	8%	1%	-5%
C[C@@H]1C2CC(C/C2=N\NC(=O)c2ccncc2)C1(C)C (some centres not stated)	-4%	0	10%	0%	-4%	0.1%	-3%	4%	2%	-2%	-8%
CC1CCC(NC(=O)CN(C)S(=O)(=O)c2ccc3c(c2)CCC(=O)N3)CC1 (configuration not stated)	0%	-4	-1%	-3%	-4%	0.1%	-3%	5%	3%	-1%	3%
Cc1ccc(C(=O)COC(=O)c2ccc(Br)o2)cc1C	-3%	-11	?	-3%	2%	0.1%	-19%	2%	-1%	14%	-1%
O=C(Nc1nc(-c2cccc(Br)c2)cs1)Oc1ccccc1	-2%	17	0%	-1%	?	-0.1%	0%	-12%	0%	-17%	-3%
COc1ccccc1OC(=O)Nc1ccc(Cl)cc1	-9%	-7	8%	-4%	?	-0.7%	7%	-7%	5%	-4%	5%
O=C(Cn1c(C(=O)N2CCc3ccccc3C2)cc2sccc21)c1ccccc1	2%	-17	?	-7%	5%	0.0%	-10%	/	1%	18%	/
Cn1c(SCC(=O)NCCc2ccccc2)ncc(C(=O)Nc2ccc(F)cc2)c1=O	5%	16	29%	0%	?	0.0%	-13%	32%[activator]	3%	-4%	-3%
Cc1ccc(S(=O)(=O)N2CCC(C(=O)NCCCN3CCOCC3)CC2)cc1	0%	16	15%	-1%	5%	0.1%	-7%	11%	4%	-5%	3%
CCOc1ccc(CCNC(=O)C2CSC3(C)CCC(=O)N23)cc1OCC (configuration not stated)	1%	4	-12%	0%	3%	-0.2%	0%	-1%	1%	0%	4%
O=C(COC(=O)c1c(F)cccc1Cl)NCC1CCCCC1	1%	1	?	-6%	?	-0.7%	-25%	3%	0%	/	-3%[46.1 µM]
CCn1c(SCC(=O)NC2CCS(=O)(=O)C2)nnc1-c1ccccc1 (configuration not stated)	-4%	-2	0%	-3%	0%	0.2%	3%	10%	-1%	4%	-10%
CC1CCCCC1NC(=O)CN1C(=O)NC(Cc2ccccc2)(Cc2ccccc2)C1=O (configuration not stated)	-1%	-5	-4%	0%	-29%	-2.2%	6%	-5%	0%	-5%	-4%
COC(=O)c1ccccc1NC(=O)CSc1nnc(Cc2ccc(Cl)cc2)o1	?	-15	-13%	-8%	?	-0.4%	-6%	3%	2%	26%	4%
COc1cccc(N(CC(=O)O)S(=O)(=O)c2ccccc2)c1	0%	38	23%	-10%	?	0.4%	-19%	-4%	-2%	7%	-20%
CC1(C)Cc2cccc(C(=O)NCc3ccco3)c2O1	-5%	3	-4%	-5%	?	0.4%	0%	-1%	-3%	2%	0%
Cc1cccnc1NC(=S)Nc1ccc(F)cc1F	-2%	-10	?	2%	-16%	-1.1%	-3%	-2%	-3%	6%	-3%
CC(=C/c1ccco1)/C=N/NC(=O)CSc1nnc(SCc2ccc(C)cc2)s1	0%	2	?	-1%	?	-1.0%	0%	-9%	2%	-1%	3%[46.1 µM]
O=C(NC(=S)N1CCCCCC1)c1cccc([N+](=O)[O-])c1	-6%	-5	-3%	-1%	-2%	-3.3%	0%	?	-1%	-9%	-2%
C/C(=N\NC(=S)NCc1ccccc1)c1ccc2ccccc2c1	0%	-1	3%	-1%	1%	0.0%	2%	2%	-4%	?	-3%[46.1 µM]
C/C=C\C(=O)Nc1cccc(C2=NOC3(C2)C[C@@H](C(N)=O)N(C(=O)c2ccc(Cl)cc2)C3)c1 (some centres not stated)	-9%	3	-6%	/	-11%	-0.2%	4%	7%	0%	0%	12%
COCC(=O)OCC(=O)Nc1ccc(Cl)cc1[N+](=O)[O-]	0%	5	?	-5%	6%	0.2%	-11%	-1%	0%	-6%	8%
CC(C)N1CCc2c(sc(NC(=O)c3ccc4ccccc4c3)c2C(N)=O)C1	-1%	-3	1%	12%	?	-0.1%	8%	?	11%	-10%	3%
CCOC(CNC(=O)C(=O)Nc1cc2c3c(c1)CCC(=O)N3CCC2)OCC	-10%	3	?	-5%	-2%	0.7%	9%	-3%	3%	4%	-18%
Cc1occc1C(=O)N1CCN(Cc2ccccc2)CC1	-1%	24	-13%	-6%	?	0.0%	-2%	-1%	1%	-1%	-7%
CCOC(=O)CC(=O)CSc1nc2c(cc1C#N)CCC2	0%	6	17%	-3%	4%	0.0%	10%	1%	5%	3%	5%
O=C(Nc1ccc2nc3ccccc3nc2c1)c1ccccc1	0%	-23	?	-1%	?	0.3%	0%	-6%	2%	7%	?

Compounds as they come; 3% or so of the library scored in one or more.
